sEH inh – soluble epoxide hydrolase (human) inhibition | AID 707 | inhibition, % at 2 µM | recombinant human sEH enzymatic activity assay | 91,000 compounds, 0.34% hits; in the data active = inhibition above about 80%; note: values of inactives mirror those of a sister screen read the other way; many of its hits are not listed in these tables
Target sequence (P34913 whole entry, looked up): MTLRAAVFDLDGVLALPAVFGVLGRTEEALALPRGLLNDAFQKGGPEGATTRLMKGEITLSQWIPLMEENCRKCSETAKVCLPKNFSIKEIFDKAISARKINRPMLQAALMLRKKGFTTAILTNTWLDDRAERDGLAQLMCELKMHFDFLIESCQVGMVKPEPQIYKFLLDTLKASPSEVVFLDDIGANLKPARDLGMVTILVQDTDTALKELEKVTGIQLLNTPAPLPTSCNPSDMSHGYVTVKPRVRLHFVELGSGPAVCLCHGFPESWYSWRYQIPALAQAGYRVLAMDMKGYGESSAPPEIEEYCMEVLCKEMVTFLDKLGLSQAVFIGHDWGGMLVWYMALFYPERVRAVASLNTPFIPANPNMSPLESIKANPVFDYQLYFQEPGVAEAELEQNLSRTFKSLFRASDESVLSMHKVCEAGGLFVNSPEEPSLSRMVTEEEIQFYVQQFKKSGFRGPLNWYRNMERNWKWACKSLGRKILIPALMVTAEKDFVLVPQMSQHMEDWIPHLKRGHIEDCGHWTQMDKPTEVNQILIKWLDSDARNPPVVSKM
ERa SRC1 pot – enhances coactivator binding to human estrogen receptor alpha | P03372 | TR-FRET ERalpha-LBD/SRC-Cy5 coactivator binding, 2 h; 100 = basal binding, no effect | coactivator binding (% of control), % at 25.6 µM | 86,000 compounds, 1.3% hits | AID 639; in the data active = activity above about 200%;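 note: binding measured in presence of low estradiol as agonist stimulus; 0% = peptide alone without receptor and 100% = receptor with peptide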
CD11b adhes inh – blocks human CD11b/CD18 adhesion to fibrinogen; P05107+P11215; K562 CD11b/CD18 adhesion to fibrinogen, ATPlite luminescence; Mn2+ added to activate the integrin; inhibition, % at 10 µM; 93,000 compounds, 0.54% hits; AID 1497;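 active = primary inhibition of 50% or more at 10 µM, then 40% or more on retest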; note: some results filed as inactive read as strong as hits
Smad3 FoxH1 inh – blocks human Smad3 binding to FoxH1 peptide; inhibition, % at 25 µM; AID 630; P84022; 88,000 compounds, 0.29% hits; TR-FRET Smad3/Dy647-FoxH1 peptide binding, europium anti-His;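 active = compounds that reduce the energy-transfer binding signal between the protein and its labelled peptide by more than half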;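 note: 0% = Smad3 plus labelled peptide maximal FRET and 100% = peptide-only background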
MT1-MMP txn act – MT1-MMP promoter transcription activation. 86,000 compounds, 0.16% hits. activation factor at 10 µM. AID 750. HT1080 MT1-MMP promoter luciferase reporter, luminescence, overnight; hits give high values;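 active = activation factor of at least 2 for MT1-MMP transcription at 10 µM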
Calb biofilm kill – kills Candida albicans biofilms | C. albicans biofilm + clotrimazole, Alamar Blue | inhibition, % at 6 µM | 85,000 compounds, 0.14% hits | AID 834;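 active = inhibition above 20%; inactive = inhibition below 20%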;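 note: preformed 24 hr biofilms exposed to compound for 48 hr; 0% = biofilm without compound and 100% = blank killed by clotrimazole plus chlorhexidine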
CD11b adhes enh – CD11b/CD18-fibrinogen binding enhancement. activation, % at 10 µM. K562 CD11b/CD18 adhesion to fibrinogen, ATPlite luminescence. 93,000 compounds, 0.07% hits. P05107+P11215;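 active = 10 µM primary screen giving 50% or more activity, confirmed by 40% or more on retest at that dose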; note: strong numbers were not always called active; reference of the scale not given here
ERb SRC1 inh – ER-beta (human) coactivator binding inhibition. Q92731. TR-FRET ER-beta LBD / SRC1-Cy5 peptide binding; receptor agonist-loaded with 1 µM estradiol. inhibition, % at 25.6 µM. 86,000 compounds, 1.3% hits. AID 633;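 active = compounds whose percent inhibition of the receptor-coactivator binding signal exceeds about 50% in the single-dose screen, limit read from the data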;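 note: 0% = receptor plus peptide wells without compound and 100% = peptide-only wells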
Target sequence (Q92731 whole entry, looked up, the tested form may be a part): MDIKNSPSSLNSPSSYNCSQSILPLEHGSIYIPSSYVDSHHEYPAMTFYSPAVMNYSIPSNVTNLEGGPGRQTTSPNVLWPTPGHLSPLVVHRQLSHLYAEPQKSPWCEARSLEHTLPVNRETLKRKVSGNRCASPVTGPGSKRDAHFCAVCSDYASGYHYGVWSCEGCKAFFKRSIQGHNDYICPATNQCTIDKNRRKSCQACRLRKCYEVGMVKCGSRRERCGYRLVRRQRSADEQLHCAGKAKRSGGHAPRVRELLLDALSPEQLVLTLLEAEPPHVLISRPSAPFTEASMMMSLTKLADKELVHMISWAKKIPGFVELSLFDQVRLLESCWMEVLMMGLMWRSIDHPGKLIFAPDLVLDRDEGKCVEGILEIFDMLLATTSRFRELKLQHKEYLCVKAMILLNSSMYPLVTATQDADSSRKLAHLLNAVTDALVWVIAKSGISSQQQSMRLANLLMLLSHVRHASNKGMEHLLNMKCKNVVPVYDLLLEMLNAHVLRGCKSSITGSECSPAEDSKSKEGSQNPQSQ
sEH activator – increases human soluble epoxide hydrolase activity; P34913; purified human sEH enzymatic activity, activator screen; activation, % at 2 µM; 91,000 compounds, 0.04% hits; AID 717; in the data active = activation above about 37%; note: values of inactives mirror those of a sister screen read the other way
Numbers without * were called inactive; · = no result given; & = joins results of further samples; [ ] = remark or other dose. Only part of the results is shown; count on the stated rates, not on these rows.

SMILES	sEH inh	ERa SRC1 pot	CD11b adhes inh	Smad3 FoxH1 inh	MT1-MMP txn act	Calb biofilm kill	CD11b adhes enh	ERb SRC1 inh	sEH activator
CCOC(=O)C(NC(=O)OC(C)C)(Nc1nccs1)C(F)(F)F (stereo unspecified)	2	128	-18	1	1.2	5	1	-3	-4
COc1ccccc1C(=O)Nc1c2c(nn1-c1cccc(C)c1C)CS(=O)C2 (stereo unspecified)	10	95[fluorescence artefact?]	-25	-10	1.1	3	0	7[fluorescence artefact?]	-10
O=C(CSCc1cccs1)N1CCCC1	·	97	-44	5	1.7	3	2	-2	·
COC(=O)C1=C(C)N=c2s/c(=C/c3cccs3)c(=O)n2C1c1ccc(F)cc1 (stereo unspecified)	-8	125	·	-19	1.1	-1	·	-10	11
Cc1ccc(C(O)(c2ccccc2)c2ccccc2C(C)N(C)C)c(C)c1 (stereo unspecified)	-5	·	-8	·	·	·	0	·	8
CCOC(=O)c1ccc(N2C(=O)CC(N3CCOCC3)C2=O)cc1 (stereo unspecified)	-8	116	-2	11	1	9	-3	-5[fluorescence artefact?]	5
NC(=O)c1cnn2c(C(F)(F)F)cc(-c3ccc(F)cc3)nc12	-8	108	14	15	0.9	3	0	12	8
O=C(CCS(=O)(=O)Cc1ccccc1)NCc1ccco1	-6	115	-4	11[fluorescence artefact?]	1.1	11	-1	-2	4
Cc1cc(C)nc(N2CCC(C(=O)NCCc3ccc(F)cc3)CC2)n1	55	·	-5	·	1	·	-3	·	-55
C=COC(=O)CSc1snc(SCC(=O)OC)c1C#N	13	102	-27	11	0.9	4	1	-4	-12
CCn1c(CSc2nc3ccccc3n2C)nc2ccccc21	·	78[fluorescence artefact?]	-13	9	1.2	0	1	7	·
O=C(Nc1ccccc1)NC1CCN(Cc2nnnn2C2CCCCC2)CC1	67	132	-6	7	1	·	-2	-6	-68
O=C(O)c1cc(-c2ccncc2)nc2ccc(S(=O)(=O)N3CCOCC3)cc12	-9	101	-11	0	1.1	1	5	3	8
Cc1ccc2nc(N3CCN(C)CC3)c(C#N)cc2c1	10	98	-5	3	1.2	2	-2	-10[fluorescence artefact?]	-12
S=C(c1ccc(-c2ccc(Cl)cc2)o1)N1CCCCC1	-4	·	38	·	·	·	-10	·	4
Cn1c(C(=O)NCC2CCCO2)cc2c(=O)[nH]c3ccccc3c21 (stereo unspecified)	5	104	·	7	1.7	6	·	-12	-2
CCOC(=O)N1CCN(C(=O)c2ccc3c(SCC(=O)O)c4c(nc3c2)CCCC4)CC1	6	110[fluorescence artefact?]	-5	8	1.1	10	-3	1[fluorescence artefact?]	-6
O=C(O)c1cc(S(=O)(=O)N2CCCC2)ccc1Br	·	100	-21	-4	1.1	5	-2	-13[fluorescence artefact?]	·
Cc1ccc(CSc2nncn2-c2ccccn2)cc1	1	107	·	-1	1.2	-2	·	-11[fluorescence artefact?]	-2
O=C(CSc1ncc(-c2ccccc2)n1C1CCCC1)N1CCc2ccccc21	-3	·	0	·	·	·	0	·	3
COc1ccc(C2C(C(=O)OCC(=O)N3CCCCC3)CCC(=O)N2c2ccc(OC)cc2)cc1 (stereo unspecified)	12	125	-4	-13	1	-1	0	-7	-10
CCCCn1c(CN2CCN(CCO)CC2)nc2ccccc21	-8	111[fluorescence artefact?]	-4	13	1.1	4	2	5	9
COCCCNC(=O)CN(c1cccc(Cl)c1)S(C)(=O)=O	·	85	-16	12[fluorescence artefact?]	1.1	5	-2	2	·
Cc1cc(C)c(S(=O)(=O)c2ccccc2)c(OC(=O)c2ccc(Cl)cc2Cl)n1	19	103	-11	-2	1.2	8	0	10[fluorescence artefact?]	-20
N#CC1=C(N)OC2=C(C(=O)CCC2)C1c1ccsc1 (stereo unspecified)	2	79	-6	1	1	11	0	4	0
O=C(c1cc(-c2ccc(Cl)c(Cl)c2)on1)N1CCCCC1	-8	98	-6	0	1.5	0	-3	-13	9
CC1(C)Cc2c(sc(/N=C/N3CCCCC3)c2C#N)C(C)(C)N1	-9	87	-4	10	1.1	2	-5	-2	6
O=S1(=O)N=C(N2CCN(c3ccc(F)cc3)CC2)c2ccccc21	-8	92	-23	11	1.2	6	-4	-5	11
COc1c(F)c(F)c(C(=O)O)c(Nc2ccccc2)c1F	-5	98	·	-19	1	5	·	-10	5
CC1(C)[N+]([O-])=C2C(=[N+]([O-])C1(C)C)c1ccccc1/C2=N\O	8	110	-4	13	1.1	6	-2	-11	-11

Compound profiles (already shown).
O=C(c1cc(-c2ccc(Cl)c(Cl)c2)on1)N1CCCCC1 as listed: sEH inh = -8; ERa SRC1 pot = 98; CD11b adhes inh = -6; Smad3 FoxH1 inh = 0; MT1-MMP txn act = 1.5; Calb biofilm kill = 0; CD11b adhes enh = -3; ERb SRC1 inh = -13; sEH activator = 9
COc1ccc(C2C(C(=O)OCC(=O)N3CCCCC3)CCC(=O)N2c2ccc(OC)cc2)cc1 (stereo unspecified) as listed: sEH inh = 12; ERa SRC1 pot = 125; CD11b adhes inh = -4; Smad3 FoxH1 inh = -13; MT1-MMP txn act = 1; Calb biofilm kill = -1; CD11b adhes enh = 0; ERb SRC1 inh = -7; sEH activator = -10

Later entries:
SMILES	sEH inh	ERa SRC1 pot	CD11b adhes inh	Smad3 FoxH1 inh	MT1-MMP txn act	Calb biofilm kill	CD11b adhes enh	ERb SRC1 inh	sEH activator
CCCCCOC(=O)C1C2C=CC3(CN(c4ccccc4C)C(=O)C13)O2 (stereo unspecified)	·	121	-7	7	1.1	1	-2	-2	·
COc1cc(OC)cc(-c2nc(N)n[nH]2)c1	4	96[fluorescence artefact?]	19	-5	1	5	-1	-1	-1
COc1ccccc1N(CCC#N)C(=O)CSc1nc(-c2ccccc2)cn1N	7	108	2	-3	1.1	1	-2	6	-5
CCCCC(=O)Nc1nc2ccc3nc(C)sc3c2s1	·	124	·	0	0.9	14	·	1	·
O=C(Nc1ccc(S(=O)(=O)N2CCCCCC2)cc1)c1ccco1	22	129	8	-7	1.4	0	-4	1	-22
Cc1ccc(C2/C(=C(/O)c3ccc(OC(C)C)cc3)C(=O)C(=O)N2CCN2CCOCC2)cc1 (stereo unspecified)	·	102	8	8	1.1	4	-4	-15	·
c1ccc(Cc2nc3ccccc3o2)cc1	-3	96[fluorescence artefact?]	-12	-4	1.2	5	-2	5[fluorescence artefact?]	-2
Cc1cc(C(=O)Nc2ccc(C(=O)O)cc2)c(-c2ccccc2)o1	-2	101[fluorescence artefact?]	2	-18[fluorescence artefact?]	0.9	-3	-4	3[fluorescence artefact?]	5
COc1cccc(NC(=O)C2CCN(Cc3cnn(-c4ccccc4)c3-n3cccc3)CC2)c1	46	94	6	-3	1.1	0	-4	-8	-47
CCOc1nc2ccccc2nc1NS(=O)(=O)c1ccccc1	·	83[fluorescence artefact?]	1	-9[fluorescence artefact?]	1.2	12	0	13	·
COc1cccc(NC(=O)C2CC(=O)N(C)C(=Nc3cccc(F)c3)S2)c1 (stereo unspecified)	·	102	-22	10	1.3	11	0	-5	·
Clc1cccc(-c2nnc(SCc3nc4ccccc4[nH]3)n2Cc2ccco2)c1	36	87[fluorescence artefact?]	32	-17	1	-3	1	2	-37
CC(C)(O)C#Cc1ccccc1C(=O)NC(CC(N)=O)C(=O)O (stereo unspecified)	11	113	2	4	1.1	1	0	-5	-10
N#CC(C(=O)OCc1ccccc1)c1nc2ccccc2nc1N1CCOCC1 (stereo unspecified)	23	113	-12	7	1.1	·	0	-6	-24
Nc1cc(=O)[nH]c(=S)n1-c1cccc(C(F)(F)F)c1	4	123	-1	-7	1.2	-3	-3	-17	-5
Cc1cc(C)n(-c2nc3sc4c(c3c3nnc(SC(C)C)n23)CC(C)(C)OC4)n1	4	101	·	4	1.1	5	·	-11	0
CCCCc1nc2ccccc2c(=O)n1NC(=O)c1c(O)c2cccc3c2n(c1=O)CC3	·	93	-10	-3	1	-2	-3	4[fluorescence artefact?]	·
Cn1c(C(=O)NC2CCCCC2)cc2c(=O)n(C)c3ccccc3c21	·	151[fluorescence artefact?]	-1	8[fluorescence artefact?]	1	8	11	21[fluorescence artefact?]	·
Cn1c(=O)n(CCN2CCOCC2)c(=O)c2c1nc1n2CCCN1c1ccccc1	·	105	-1	-7	1.1	5	-2	-2	·
CCOC(=O)c1c(C)[nH]c(C(=O)OCC(=O)N2c3ccccc3CC2C)c1C (stereo unspecified)	1	107	-11	1	1.1	5	-2	5	-2
CCC(c1nnnn1C(C)(C)C)N(CCOC)Cc1cc2cccc(C)c2n2nnnc12 (stereo unspecified)	1	125	-4	1	1.2	6	-2	2	0
COc1ccc(S(=O)(=O)NN=C2CCCCC2)cc1	-6	·	-3	·	·	·	0	·	7
COCCN(CCOC)C(=O)CC(=O)N(CCOC)CCOC	4	112[fluorescence artefact?]	-45	-1[fluorescence artefact?]	1	12	-2	-14	-5
CSc1nc2sc3c(c2c2nnnn12)CC(C)(C)OC3	-2	121	·	-2	1.1	8	·	-1	5
Cn1cc(SCC(=O)N2CCCc3ccccc32)c2ccccc21	-8	93	-16	-1	·	6	9	-3	6
CCn1c(SCc2nc3ccccc3c(=O)[nH]2)nnc1-c1ccncc1	1	98	-14	3	1.1	3	0	8	-2
COc1ccc(C(=O)c2cnc3cc4c(cc3c2C)OCO4)cc1	4	83	14	16	1.3	3	-1	-5	-6
CC1(C(=O)O)CCC(C(=O)Nc2ccccc2)C1(C)C (stereo unspecified)	-11	112	-28	11	1.1	6	2	5[fluorescence artefact?]	11
CCCOC(=O)Nc1cc(OC)c(Cl)cc1OC	9	99	-7	5	1	6	-2	-9[fluorescence artefact?]	-11
COc1ccc2[nH]c(=O)c(CN(Cc3nnnn3Cc3ccco3)C3CCCCC3)cc2c1	-4	73[fluorescence artefact?]	24	19[fluorescence artefact?]	1	6	7	28	5
COc1cc(-c2nnc(COc3ccc(Cl)cc3C)o2)cc(OC)c1OC	-11	177[fluorescence artefact?]	-10	6	·	6	-3	26[fluorescence artefact?]	12
O=c1c2ccccc2nc2n1CC/C2=C\c1ccccc1[N+](=O)[O-]	-6	·	-5	·	·	·	-4	·	8
COc1cccc(C(=O)NC2CCN(C(=O)N3CCCCC3)CC2)c1	9	106	-9	2	1.2	9	-4	0[fluorescence artefact?]	-10
CCN(Cc1ccncc1)S(=O)(=O)c1ccc(C(C)=O)cc1	·	75[fluorescence artefact?]	42	4[fluorescence artefact?]	1	-2	-4	10[fluorescence artefact?]	·
CN(C(=O)C1CCOC1)c1nnc(-c2cccnc2)s1 (stereo unspecified)	1	88	-18	3	1.2	-3	0	0	1
CCCc1ccc(/C=C2\C(=O)c3ccccc3C(O)=C2C(=O)OCC)cc1	-8	·	100	·	·	·	-12	·	8
CCOC(=O)N1CCN(Cc2nc(N)nc(Nc3ccc(OCC)cc3)n2)CC1	-3	110	·	14	1.2	8	·	-11	2
O=C1c2ccccc2N2C(=O)c3ccccc3C2N1Cc1ccco1 (stereo unspecified)	·	102	-10	7[fluorescence artefact?]	1.1	9	-2	-4[fluorescence artefact?]	·
O=C(OCCN1CCOCC1)c1cccnc1	8&0	100&109	5&-25	5&12	0.9&1.2	-2&-2	2&5	-12&-2	-9&-4
COCC(=O)N(Cc1nc2ccccc2c(=O)[nH]1)Cc1cccs1	10	130	-49	1	1.1	-2	-2	-4	-12
Cc1ccnc(SCC(=O)N2CCN(c3cccc(Cl)c3)CC2)n1	-13	88	-14	-2	1	4	0	-8	11
COc1ccc(N(C(=O)Cc2cccs2)C(C(=O)NC2CCCCC2)c2cccn2C)cc1OC (stereo unspecified)	-16	119	·	-4	1.1	·	·	-8	21
CCn1c(C)cc(/C=C2\NC(=O)N(Cc3ccccc3)C2=O)c1C	39	·	3	·	·	·	3	·	-40
CCCCOc1ccc(C(=O)O)cc1	-10	108	-22	2	1.1	5	8	2	10
O=c1cnn(-c2ccccc2)c(-c2ccccc2)c1	17	95	6	1	1.1	6	-1	-3	-18
COc1ccc(C(=O)COC(=O)CN2C(=O)NC(C)(C)C2=O)cc1OC	-7	101	-8	19	1.3	8	-2	6[fluorescence artefact?]	4

Screens: PubChem BioAssay, several laboratories
